Assay outcomes as filed in PubChem BioAssay.
KCNQ2 block = KCNQ2 potassium channel inhibitors, primary screen, cell-based, CHO-K1, FluxOR thallium flux, B-score (AID 2156). O88943. 20 min; active compounds read low. B-score at 10 µM. 310,000 compounds, 1.1% hits;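 active = fluorescence ratio B-score at most minus 3 library SDs, with starting brightness B-score within 2 library SDs, cut at about -5.5 in these data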
CHT block = inhibitors of human choline transporter CHT; CHT-expressing cells, membrane potential dye, choline response; active compounds read low; 310,000 compounds, 0.86% hits; Q9GZV3; B-score at 10 µM; AID 488975;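 active = B-score over 3 SD under the library average, and starting fluorescence ratio not unusually high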;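 note: choline stimulus applied at its EC90 after an EC20 pre-addition; B-score computed on integrated fluorescence ratio after choline addition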
Target sequence (Q9GZV3 whole entry, looked up): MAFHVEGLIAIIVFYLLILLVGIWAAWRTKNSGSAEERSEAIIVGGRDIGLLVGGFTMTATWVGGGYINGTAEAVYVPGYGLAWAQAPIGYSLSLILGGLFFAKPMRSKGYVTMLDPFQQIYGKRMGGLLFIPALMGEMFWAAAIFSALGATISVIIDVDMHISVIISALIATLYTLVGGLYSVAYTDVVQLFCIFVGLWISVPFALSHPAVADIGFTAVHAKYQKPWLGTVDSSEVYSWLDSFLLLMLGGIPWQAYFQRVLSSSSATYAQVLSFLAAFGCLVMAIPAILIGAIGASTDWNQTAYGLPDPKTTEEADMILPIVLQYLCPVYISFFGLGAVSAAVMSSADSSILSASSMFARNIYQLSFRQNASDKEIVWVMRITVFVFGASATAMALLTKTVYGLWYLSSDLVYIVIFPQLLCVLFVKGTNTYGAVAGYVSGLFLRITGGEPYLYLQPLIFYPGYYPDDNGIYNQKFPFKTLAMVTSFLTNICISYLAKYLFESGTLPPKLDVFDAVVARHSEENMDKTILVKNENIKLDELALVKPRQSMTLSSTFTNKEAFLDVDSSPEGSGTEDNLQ
Calls only; i = inactive; . = not tested or not shown. Not all compounds are listed; count on the stated rates, not on these rows.

canonical_smiles: O=C1CNC(c2ccccc2Cl)c2cc(Br)ccc2N1 (stereo not given)
  KCNQ2 block: i
  CHT block: i
canonical_smiles: CC(N)Cc1c[nH]c2ccc(OCc3cccs3)cc12 (stereo not given)
  KCNQ2 block: i
  CHT block: i
canonical_smiles: Cc1nonc1-c1nc(-c2nonc2N)n[nH]1
  KCNQ2 block: i
  CHT block: i
canonical_smiles: CCN(CC)CCN=Cc1c(O)n(CCC2=CCCCC2)c(=O)[nH]c1=O
  KCNQ2 block: i
  CHT block: i
canonical_smiles: NC(=O)Cn1cc(C(=O)c2ccccc2)c2ccccc21
  KCNQ2 block: i
  CHT block: i
canonical_smiles: COc1ccc(NC(=O)CN2C3CCC2CC(O)(c2cccnc2)C3)cc1OC (stereo not given)
  KCNQ2 block: i
  CHT block: i
canonical_smiles: COc1ccccc1CN1CCCC(C(=O)c2ccccc2OC)C1 (stereo not given)
  KCNQ2 block: i
  CHT block: i
canonical_smiles: C=CCN1CC[C@@]2(C)c3cc(O)ccc3CC1[C@@H]2C
  KCNQ2 block: i
  CHT block: i
canonical_smiles: CCOC(=O)C1CCN(C(C)C(=O)c2c[nH]c3ccccc23)CC1 (stereo not given)
  KCNQ2 block: i
  CHT block: i
canonical_smiles: CCN1CCN(Cc2cc(Br)ccc2O)CC1
  KCNQ2 block: i
  CHT block: i
canonical_smiles: C=C1C2C[C@@]3([C@@H]1O)[C@@H](C[C@@H]2O)[C@@]12C4[C@@H]3C[C@@H]1[C@@](C)(CC[C@@H]2O)CN4CC
  KCNQ2 block: .
  CHT block: i
canonical_smiles: CCCCN1C(=O)/C(=C\c2ccco2)C(=O)N(CCc2ccccc2)C1=O
  KCNQ2 block: i
  CHT block: i
canonical_smiles: O=C1NC(=O)N(Cc2cccs2)C(=O)/C1=C/c1ccc(N2CCOCC2)cc1
  KCNQ2 block: i
  CHT block: i
canonical_smiles: C=CCN1CCc2cccc3c2[C@H]1Cc1ccc(O)c(O)c1-3
  KCNQ2 block: i
  CHT block: i
canonical_smiles: O=C(Nc1ccccc1OC(=O)N1CCCCC1)N1CCCCC1
  KCNQ2 block: i
  CHT block: i

Another view of some results above.
Fields: KCNQ2 block | CHT block
NC(=O)Cn1cc(C(=O)c2ccccc2)c2ccccc21
 : i | i
Cc1nonc1-c1nc(-c2nonc2N)n[nH]1
 : i | i

Further records.
canonical_smiles: COC(=O)C(NC(=S)N1CC2C[C@@H](C1)Cn1c2cccc1=O)C(C)C (stereo not given in full)
  KCNQ2 block: i
  CHT block: .
canonical_smiles: Cc1nc2ccccc2c(=O)n1-c1cc(F)ccc1F
  KCNQ2 block: i
  CHT block: i
canonical_smiles: O=C(c1ccc(Cl)cc1)C1CCCN(Cc2cccc3ncccc23)C1 (stereo not given)
  KCNQ2 block: i
  CHT block: i
canonical_smiles: CC/C(=N\NC(=O)c1ccccc1)c1c(O)n(C2CCCCC2)c(=O)[nH]c1=O
  KCNQ2 block: i
  CHT block: i
canonical_smiles: CC(C(=O)c1c[nH]c2ccccc12)N1CCc2ccccc2C1 (stereo not given)
  KCNQ2 block: i
  CHT block: i
canonical_smiles: C[C@H]1C/C=C/[C@H]2[C@H](O)[C@H](C)[C@@](C)(O)[C@H]3[C@H](Cc4ccccc4)NC(=O)[C@]32[C@H](O)/C=C/[C@](C)(O)C1
  KCNQ2 block: i
  CHT block: i
canonical_smiles: CN1CCN(Cc2cc3c(cc2[N+](=O)[O-])OCO3)CC1
  KCNQ2 block: i
  CHT block: i
canonical_smiles: CN(C)c1ccc(P(=S)(N(C)C)N(C)C)cc1
  KCNQ2 block: i
  CHT block: i
canonical_smiles: CN1CCN(c2ccc(/C=C3\C(=O)NC(=S)N(c4cccc(Br)c4)C3=O)o2)CC1
  KCNQ2 block: i
  CHT block: i
canonical_smiles: O=C(CNC(=O)OCc1ccccc1)Nc1ccc(Br)cc1C(=O)c1ccccc1Cl
  KCNQ2 block: i
  CHT block: i
canonical_smiles: CCC(=O)N1N=C2C3CCN(CC3)C2C1c1ccccc1 (stereo not given)
  KCNQ2 block: i
  CHT block: i
canonical_smiles: C[Se]C[C@@H](N)C(=O)O
  KCNQ2 block: .
  CHT block: i
canonical_smiles: Cc1ccc(N2C(=O)NC(=O)/C(=C/c3cnn(-c4ccc(C)cc4)c3)C2=O)cc1
  KCNQ2 block: i
  CHT block: i
canonical_smiles: Cc1ccc2c(c1)CC1(CN2C)C(=O)NC(=O)N(c2ccc(C)c(C)c2)C1=O (stereo not given)
  KCNQ2 block: i
  CHT block: i
canonical_smiles: O=c1[nH]c(O)c(Cc2ccc3c(c2)OCO3)c(=O)[nH]1
  KCNQ2 block: i
  CHT block: i

canonical_smiles: O=C(COc1ccccc1)NCCc1cnc[nH]1
  KCNQ2 block: i
  CHT block: i
canonical_smiles: OC(c1ccc(F)cc1)(c1ccc(F)cc1)[C@@H]1CCCN1
  KCNQ2 block: i
  CHT block: i
canonical_smiles: Cc1cccc(N/N=C/c2c(O)[nH]c(=S)[nH]c2=O)c1
  KCNQ2 block: i
  CHT block: i
canonical_smiles: COc1cccc(-n2nc(C(=O)N3CCC4(CC3)OCCO4)c3ccccc3c2=O)c1
  KCNQ2 block: .
  CHT block: i
canonical_smiles: COc1cc2c(cc1O)[C@@H]1Cc3ccc(OC)c(O)c3CN1CC2
  KCNQ2 block: .
  CHT block: i
canonical_smiles: O=C1NC(=O)N(Cc2ccc(F)cc2)C(=O)/C1=C\c1ccc(N2CCCC2)cc1
  KCNQ2 block: i
  CHT block: i
canonical_smiles: CCCCCCCCC(=O)NCc1ccc(O)c(OC)c1
  KCNQ2 block: .
  CHT block: i
canonical_smiles: COc1cccc(CC(=O)N(C)C2CCCN(Cc3ccccc3F)C2)c1 (stereo not given)
  KCNQ2 block: i
  CHT block: i
canonical_smiles: CC/C(=N\NC(N)=O)c1c(O)[nH]c(=O)[nH]c1=O
  KCNQ2 block: i
  CHT block: i
canonical_smiles: CCc1ccccc1NC(=O)CNC1CCCCC1
  KCNQ2 block: i
  CHT block: i
canonical_smiles: COc1ccc(N2CCN(CCCN)CC2)cc1
  KCNQ2 block: i
  CHT block: i
canonical_smiles: COc1cc2c(cc1OC)-c1c3c(cc4c1[C@@H](C2)N(C)CC4)OCO3
  KCNQ2 block: i
  CHT block: i
canonical_smiles: O[C@H]1[C@H](O)[C@@H](O)CN2CC[C@H](O)[C@H]12
  KCNQ2 block: i
  CHT block: i
canonical_smiles: CCCOC(=O)COc1cc(C)cc2oc(=O)c3c(c12)CCC3
  KCNQ2 block: i
  CHT block: i
canonical_smiles: CCOC(=O)c1[nH]ncc1CN1CCCC(C(=O)c2cccc(Cl)c2)C1 (stereo not given)
  KCNQ2 block: i
  CHT block: i

The last 6 entries of the part above come first, to join the parts.
canonical_smiles: CCc1ccccc1NC(=O)CNC1CCCCC1
  KCNQ2 block: i
  CHT block: i
canonical_smiles: COc1ccc(N2CCN(CCCN)CC2)cc1
  KCNQ2 block: i
  CHT block: i
canonical_smiles: COc1cc2c(cc1OC)-c1c3c(cc4c1[C@@H](C2)N(C)CC4)OCO3
  KCNQ2 block: i
  CHT block: i
canonical_smiles: O[C@H]1[C@H](O)[C@@H](O)CN2CC[C@H](O)[C@H]12
  KCNQ2 block: i
  CHT block: i
canonical_smiles: CCCOC(=O)COc1cc(C)cc2oc(=O)c3c(c12)CCC3
  KCNQ2 block: i
  CHT block: i
canonical_smiles: CCOC(=O)c1[nH]ncc1CN1CCCC(C(=O)c2cccc(Cl)c2)C1 (stereo not given)
  KCNQ2 block: i
  CHT block: i
canonical_smiles: Cc1ccccc1-n1c(C)nc2ccsc2c1=O
  KCNQ2 block: i
  CHT block: i
canonical_smiles: O=C1NC(=S)N(c2ccccc2)C(=O)/C1=C/c1ccco1
  KCNQ2 block: i
  CHT block: i
canonical_smiles: Nc1ccccc1C(=O)OCc1ccc([N+](=O)[O-])cc1
  KCNQ2 block: i
  CHT block: i
canonical_smiles: Nc1ccc([As](=O)(O)O)cc1
  KCNQ2 block: i
  CHT block: i
canonical_smiles: Cc1cccc(CN2CCCC(C(=O)c3ccc(C(F)(F)F)cc3)C2)n1 (stereo not given)
  KCNQ2 block: i
  CHT block: i
canonical_smiles: Cc1ccc(C2CN(C)CC2C(=O)c2ccc(F)cc2)cc1 (stereo not given)
  KCNQ2 block: i
  CHT block: i
canonical_smiles: [Cl][Pt+2][Cl].[NH-]C1CCCCC1[NH-] (stereo not given)
  KCNQ2 block: .
  CHT block: i
canonical_smiles: CCOc1cc2c(cc1OCC)-n1cccc1C(c1cccc(F)c1)NC2 (stereo not given)
  KCNQ2 block: i
  CHT block: i
canonical_smiles: CC(C)C(=O)Nc1ccc(S(=O)(=O)N2CC3CC(C2)c2cccc(=O)n2C3)cc1 (stereo not given)
  KCNQ2 block: i
  CHT block: i
canonical_smiles: CN(C)c1ccc(C=C2C(=O)NC(=O)NC2=O)cc1[N+](=O)[O-]
  KCNQ2 block: i
  CHT block: i
canonical_smiles: C=C[C@@H]1C[C@@]1(C)[C@@H](NP(=O)(c1ccccc1)c1ccccc1)c1ccccc1
  KCNQ2 block: i
  CHT block: i
canonical_smiles: O=C(CCc1nnc2ccc(NCc3ccc(F)cc3)nn12)N1CCC2(CC1)OCCO2
  KCNQ2 block: i
  CHT block: i
canonical_smiles: CC(C)CCn1c(=O)c(C(=O)NCc2ccc3c(c2)OCO3)c(O)c2ccccc21
  KCNQ2 block: i
  CHT block: i
canonical_smiles: Cc1ccc2c(c1)CC1(CN2C)C(=O)NC(=O)N(c2cccc(C)c2C)C1=O (stereo not given)
  KCNQ2 block: i
  CHT block: i
canonical_smiles: C[N+]1(CCC(C(N)=O)(c2ccccc2)c2ccccc2)CCCCC1
  KCNQ2 block: i
  CHT block: i

canonical_smiles: CCOP(=O)(OCC)Oc1cc(C)c(N(C)C)c(C)c1
  KCNQ2 block: i
  CHT block: i
canonical_smiles: CC/C(=N\N1CCCCCC1)c1c(O)n(-c2ccc(C)cc2)c(=O)[nH]c1=O
  KCNQ2 block: i
  CHT block: i
canonical_smiles: O=C(c1cccnc1)C1CCCN(Cc2nc(-c3cnccn3)no2)C1 (stereo not given)
  KCNQ2 block: i
  CHT block: i
canonical_smiles: CSc1ccc(C(=O)C2CCCN(Cc3cc4ccccc4[nH]3)C2)cc1 (stereo not given)
  KCNQ2 block: i
  CHT block: i
canonical_smiles: COc1ccc(CN2CC3CC(C2)c2cccc(=O)n2C3)cc1OC (stereo not given)
  KCNQ2 block: i
  CHT block: i
canonical_smiles: Oc1ccc(/C=N/NP(=S)(c2ccccc2)c2ccccc2)cc1
  KCNQ2 block: i
  CHT block: i
canonical_smiles: O=C(Cc1ccccc1)N1CCN(CC2CC3C=CC2C3)CC1 (stereo not given)
  KCNQ2 block: i
  CHT block: i
canonical_smiles: N#CC(C#N)=Cc1ccc(-c2ccccc2)o1
  KCNQ2 block: i
  CHT block: i

An excerpt from above in order of molecular weight, falling.
canonical_smiles: CC/C(=N\N1CCCCCC1)c1c(O)n(-c2ccc(C)cc2)c(=O)[nH]c1=O
  KCNQ2 block: i
  CHT block: i
canonical_smiles: O=C(Cc1ccccc1)N1CCN(CC2CC3C=CC2C3)CC1 (stereo not given)
  KCNQ2 block: i
  CHT block: i
canonical_smiles: CCOP(=O)(OCC)Oc1cc(C)c(N(C)C)c(C)c1
  KCNQ2 block: i
  CHT block: i
